TRPM1 prom inh: MITF TRPM1 promoter inhibition in SK-MEL-5 cells; SK-MEL-5 TRPM1 promoter luciferase, 24 h; inhibition, % at 12.5 µM; 330,000 compounds, 0.83% hits;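 active = mean inhibition across replicates of 60% or more, whatever share of single replicates reaches that level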; also: values of inactives mirror those of a sister screen read the other way
hiPSC survival: increases survival of single human iPS cells. hiPSC single-cell survival, ATPlite luminescence; 100% = ROCK inhibitor wells, 0% = DMSO. survival enhancement, % at 20 µM. 360,000 compounds, 0.044% hits; in the data active = survival enhancement above about 18%;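 also: cells exposed to compounds for 16 hours before the ATP read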
HIF-2a inh: inhibitors of HIF-2a | 360,000 compounds, 0.72% hits | 786-0 RCC cells HIF-2a reporter, luciferase luminescence, overnight | inhibition, % at 18.8 µM;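 active = inhibition of the luminescence signal of 40% or more relative to plate controls, in a single-dose primary screen at 18.75 µM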
CF NFkB block: blocks PAF-induced NF-kB reporter in cystic fibrosis cells; inhibition, % at 5 µM; AID 588850; KKLEB NF-kB-GFP reporter, GFP fluorescence overnight; 360,000 compounds, 0.86% hits;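 active = at least 50% inhibition at 5 µM, scaled per plate between neutral and stimulator controls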;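 also: PAF is a Pseudomonas aeruginosa culture filtrate used as stimulus; plate controls were PAF-stimulated DMSO wells for no effect and unstimulated DMSO wells for full effect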
KKLEB cytotox: counter-screen for CF NF-kB inhibitors: cytotoxicity; 360,000 compounds, 0.36% hits; KKLEB CF airway cells viability, ATPlite luminescence, overnight; hits give low values; cells stimulated with P. aeruginosa culture filtrate; activity change (cytotoxicity), % at 5 µM;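 active = corrected activity change at or below -50% at 5 µM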
NR2E3 ag-1: agonists of human NR2E3 nuclear receptor. Q9Y5X4. 360,000 compounds, 0.35% hits. CHO-S Gal4-NCOR/VP16-NR2E3 two-hybrid, luciferase. AID 602229. inhibition of corepressor binding, % at 3.98 µM;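 active = inhibition above the mean of all tested compounds plus 3 SD, cut at about 70% in these data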;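 also: 0% = DMSO with NR2E3 transfected cells and 100% = cells lacking NR2E3 construct; higher means lower luciferase signal from less NR2E3 corepressor binding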
Target sequence (Q9Y5X4 whole entry, looked up, the tested form may be a part): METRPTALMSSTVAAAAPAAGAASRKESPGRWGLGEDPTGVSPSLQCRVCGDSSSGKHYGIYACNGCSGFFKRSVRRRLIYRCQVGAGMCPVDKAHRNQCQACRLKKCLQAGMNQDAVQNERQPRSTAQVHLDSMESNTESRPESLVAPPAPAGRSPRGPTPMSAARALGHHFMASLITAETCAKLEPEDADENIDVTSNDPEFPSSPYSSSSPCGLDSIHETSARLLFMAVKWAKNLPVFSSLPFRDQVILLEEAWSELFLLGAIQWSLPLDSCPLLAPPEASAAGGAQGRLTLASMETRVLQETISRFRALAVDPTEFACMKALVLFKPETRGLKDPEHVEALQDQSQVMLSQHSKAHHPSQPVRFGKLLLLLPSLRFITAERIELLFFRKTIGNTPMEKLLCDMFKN
aDG glyco up: increases alpha dystroglycan glycosylation; activation, % at 10 µM; 360,000 compounds, 0.22% hits; AID 624168; Pro5-aDG cells, alpha-DG glycosylation AlphaScreen (IIH6); 0% Pro5, 100% B10-LARGE cell signal;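 active = activation of at least 8% versus controls, or a plate z-score of at least 8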;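 also: Pro5 are CHO cells carrying HIG-tagged alpha-DG that lacks glycosylation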
NR2E3 ag-2: activates human photoreceptor nuclear receptor NR2E3; Q9Y5X4; GST-NR2E3/biotin-RetCOR TR-FRET, 1536-well; inhibition of corepressor binding, % at 4.78 µM; 320,000 compounds, 0.12% hits; AID 2300;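 active = percent inhibition above the cutoff of mean plus 3 SD of all tested compounds, set per screening campaign, cut at about 20% in these data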;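 also: 0% = DMSO wells and 100% = biotin wells as full block of FRET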
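Material: NR2E3–RetCOR corepressor complex / Amount: 1.35 nM GST-NR2E3 / Medium: Tris pH 7.5 / Compound: single nominal compound dose of 4.8 µM / Incubation: 5 h at 4 °C / Technique: TR-FRET, Eu(K)-anti-GST donor, streptavidin-D2 acceptor, ex 340, em 617/671 nm / Read-out basis: percent loss of FRET ratio relative to control wells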
Shn3 3UTR inh: inhibitors of Schnurri-3 3'UTR reporter in osteoblasts | Clone20 osteoblast Shn3 3'UTR firefly luciferase, 24 h | inhibition, % at 12.5 µM | 360,000 compounds, 0.52% hits | AID 588674;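 active = mean inhibition of at least 75% with every replicate also reaching 75%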;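 also: 0% = median of neutral control wells and 100% = pilot-screen positive control compound; some compounds past the cut are filed as inactive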
Peg3 prom inh: reduces Peg3 promoter-driven luciferase expression in HeLa | HeLa PEG-Prom luciferase reporter, luminescence, overnight | inhibition, % at 20 µM | 360,000 compounds, 1.7% hits | AID 588405;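 active = inhibition of at least 50% at 20 µM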
TWEAK-Fn14 inh: blocks TWEAK-Fn14 interaction in a reporter cell assay. TWEAK-stimulated Fn14 reporter cells, luciferase luminescence, 8 h. inhibition, % at 10 µM. 360,000 compounds, 2% hits; in the data active = inhibition above about 50%
The depositor's hits bear a star; / = no result given.

SMILES	TRPM1 prom inh	hiPSC survival	HIF-2a inh	CF NFkB block	KKLEB cytotox	NR2E3 ag-1	aDG glyco up	NR2E3 ag-2	Shn3 3UTR inh	Peg3 prom inh	TWEAK-Fn14 inh
O=C(Nc1ccc(S(=O)(=O)N2CCOCC2)cc1)c1ccc([N+](=O)[O-])s1	84*	-0.5	1	42	3	11	0.2	-3	15	41	-29
CC(=O)Nc1cc2c(cc1NC(=O)Cn1nnc(-c3ccc(C)o3)n1)OCCO2	10	-3.0	11	5	-1	-39	0.0	2	-9	17	-5
CO/N=C(\C(=O)N[C@@H]1C(=O)N2C(C(=O)O)=C(COC(N)=O)CS[C@H]12)c1ccco1	-1	1.9	-1	-4	18	-23	0.0	3	2	-5	-19
CCCn1nnnc1NCc1ccc(F)cc1	1	-0.4	14	20	-8	5	0.7	2	-6	0	-37
CC(=O)N1c2ccc(S(=O)(=O)N3CCC(C(=O)Nc4ccc(C)cn4)CC3)cc2CC1C (stereo not drawn)	6	-0.1	5	1	2	19	-0.1	-1	36	5	17
O=C1C=C(c2ccccc2)C(O)(c2ccccc2)C1 (stereo not drawn)	10	5.8	13	8	11	-13	0.1	-2	-7	16	5
C#Cc1ccc([C@H]2C=C(C(=O)Nc3ccccc3)O[C@@H](OCc3ccc(CO)cc3)C2)cc1	-33	-4.1	-20	5	-28	-18	0.4	2	2	-6	-10
O=C(COC(=O)C1CC(=O)N(Cc2ccco2)C1)Nc1ccc(F)cc1F (stereo not drawn)	3	1.2	7	22	-2	-10	-0.3	/	6	-8	1
CC(OC(=O)Cc1ccc(F)cc1)C(=O)N1CCc2ccccc21 (stereo not drawn)	1	0.0	0	20	-2	-9	-0.3	/	13	-2	-4
CC(C)Oc1ccc(/C=N/NC(=O)c2ccc(N(Cc3ccccc3)S(C)(=O)=O)cc2)cc1	-15	-0.1	-31	4	0	-23	0.3	-2	8	3	-1
COc1ccc(/C=N/NC(=S)Nc2cccc(C(=O)O)c2)cc1	10	-0.4	-32	6	-4	-173	-0.1	0	7	-68	50*
CC(C)C[C@H](NC(=O)c1ccc(OC2CCN(C(=O)C3CC3)CC2)cc1)C(N)=O	3	-0.4	4	-10	-8	-12	0.7	-3	-9	8	6
COc1ccc(-c2noc(CCC(=O)Nc3ccc(C)c(C)c3)n2)cc1	13	0.0	-61	-12	6	-1	0.7	1	8	-18	-8
CC(C(=O)N=Nc1c(O)[nH]c2ccccc12)n1cnc2ccccc2c1=O (stereo not drawn)	19	3.5	15	7	6	-17	-0.2	-2	-4	-8	6
Cc1ccc2oc(=O)c3cnn(CC(=O)NCCCOC(C)C)c3c2c1	/	-1.1	10	-11	13	-25	-0.3	-4	18	0	1
CC1=C(C(=O)OC(C)C)C(c2ccc(O)cc2)NC(=O)N1 (stereo not drawn)	12	-0.5	14	1	2	-11	-0.1	4	-3	16	3
Cc1ccccc1N1CCN(C2CCCN(C(=O)CCc3c(C)noc3C)C2)CC1 (stereo not drawn)	-1	0.0	-1	2	0	8	0.4	8	10	0	-11
COc1ccc(N2C(=O)CCC(C(=O)Nc3cccc(C)n3)C2c2ccc(OC)c(OC)c2)cc1 (stereo not drawn)	10	-1.0	18	2	-9	-23	0.1	-2	-1	2	-17
COc1cc([N+](=O)[O-])ccc1NC(=O)CCCOc1cccc(C)c1	7	4.6	14	6	-7	-13	-0.2	1	19	-3	-8
Cc1ccc(OCC(=O)N/N=C\c2cccn2C)c([N+](=O)[O-])c1	-23	0.5	-154	-10	5	-14	0.0	-1	-28	-166	-19
Cc1cc2c(cc1S(=O)(=O)N1CC(C)CC(C)C1)OCC(=O)N2 (stereo not drawn)	/	2.1	10	24	-10	0	-0.4	1	-3	-3	2
COCCNc1c2c(nc3c(-c4ccccc4)c(C)nn13)CCC2	7	0.7	2	-6	6	-22	0.1	0	9	4	-9
CCN1CCN(S(=O)(=O)c2ccc3c4c(cccc24)C(=O)N3CC)CC1	-7	0.8	-9	1	-1	5	0.2	/	-1	-7	2
CCn1c(N2CCN(CC(=O)Nc3cccc(C)c3C)CC2)nc2ccccc21	-1	0.7	16	8	2	-2	0.5	-3	5	24	-2
O=c1c(/C=N/O)coc2ccc3ccccc3c12	-7	2.4	-20	-35	13	-42	0.1	2	-38	-65	-7

Next part.
SMILES	TRPM1 prom inh	hiPSC survival	HIF-2a inh	CF NFkB block	KKLEB cytotox	NR2E3 ag-1	aDG glyco up	NR2E3 ag-2	Shn3 3UTR inh	Peg3 prom inh	TWEAK-Fn14 inh
CCc1ccc(NC(=O)CN(C(=O)N2CCN(CC)CC2)S(=O)(=O)c2ccc(C)cc2)cc1	9	-0.4	-2	19	-7	0	0.2	2	-5	-3	3
Cc1cccc(S(=O)(=O)NC(=O)C2(C)CCN2C(=O)CCC2CCCC2)c1 (stereo not drawn)	/	-0.3	14	16	-9	-4	0.1	/	-11	6	-18
CNS(=O)(=O)c1ccc2c3c(cccc13)C(=O)N2C	-9	0.2	16	9	-2	-26	0.1	2	6	9	-8
COc1ccc(CCNC(=O)CN(CCc2ccccc2)S(C)(=O)=O)cc1	4	0.6	21	6	-15	-10	1.1	5	-27	11	-13
Cc1ccc(COC(=O)CCc2nc3ccccc3c(=O)[nH]2)cc1	-28	-0.3	12	6	-3	-17	-0.1	0	13	-2	-12
O=C(COC(=O)/C=C/c1cccc(C(F)(F)F)c1)Nc1cccc(S(=O)(=O)NC2=NCCC2)c1	/	-1.3	13	-21	2	-23	-0.2	/	1	12	17
COCCCNC(=O)CSc1nc2c(sc(=S)n2-c2cc(Cl)ccc2OC)c(=O)[nH]1	7	-0.3	10	-4	0	-3	0.0	2	-9	3	3
COCCN1C=C(C(=O)OC)C(c2ccc(OC)c(OC)c2)C(C(=O)OC)=C1	-1	-0.1	5	8	-9	-5	0.1	2	1	8	5
O=C(Nc1ccc(NC(=O)C2CC2)cn1)c1ccccc1	2	0.4	-58	15	-10	-89	0.1	3	-29	-95	54*
COc1cc(NC(=O)c2cc(S(=O)(=O)N3CCCCC3)ccc2N2CCOCC2)cc(OC)c1	9	2.5	14	6	-12	-32	0.1	-1	10	18	-10
CC1CCCCC1NC(=O)COC(=O)c1ccc2c(=O)n3c(nc2c1)CCC3 (stereo not drawn)	-2	-1.3	4	12	-13	-2	0.3	/	-9	-6	-5
O=C(Nc1ccc(C(=O)N2CCN(c3ccccn3)CC2)cc1)c1ccc(Br)o1	-8	-1.3	-1	-15	14	-23	-0.3	-3	2	3	-4
CC(=O)c1cccc(NC(=O)CC2S/C(=N/N=C3CCCCCC3)NC2=O)c1 (stereo not drawn)	-16	-0.1	6	11	-13	-9	-0.1	0	-2	15	-7
O=C(C1CCN(S(=O)(=O)c2cnc[nH]2)CC1)N1CCN(c2ncccn2)CC1	1	1.4	12	9	0	-17	-0.1	4	3	-4	-4
O=C(NCCNc1ccc([N+](=O)[O-])cc1C(F)(F)F)c1ccccc1F	8	0.1	13	2	-12	28	0.5	-2	48	2	11
NC(=O)NC(CC(=O)Nc1cccnc1)c1cccc(Br)c1 (stereo not drawn)	10	0.3	16	-4	6	-17	-0.1	1	-10	8	-1
COc1ccc(-n2nc(C(=O)NCC(=O)N3CCC(C)CC3)c3ccccc3c2=O)cc1Cl	-70	1.2	-207	-22	-1	-79	-0.1	7	-50	-114	-19
CCN1C(=O)[C@H]2[C@@H](c3ccc(SC4CCCCC4)cc3)N[C@@](CC(C)C)(C(=O)OC)[C@H]2C1=O	2	-2.2	1	8	-11	6	0.2	-1	17	13	-9
CCO[C@@H]1OC(C(=O)O)=C[C@H](c2coc3ccccc3c2=O)[C@H]1CCCO	9	7.2	3	-39	9	-6	0.2	3	-23	2	3
Cc1c(C(=O)O)[nH]c2c1C(=O)CC(c1ccccc1)C2 (stereo not drawn)	-1	12	6	-6	-12	19	0.0	3	-17	5	12
C=CCOn1c(=O)c(=O)n(OCc2ccccc2)c2ccccc21	-7	-0.2	12	-1	-18	9	0.0	1	13	15	-19
CCN(Cc1cnn(C)c1)C(=O)c1ccc2nc(Cc3cccc(Cl)c3)oc2c1	2	-0.2	-24	-7	-7	-5	0.9	-1	-43	-6	-8
Cc1nc(N2CCN(c3ccccn3)CC2)c2c(C)c(C(=O)Nc3ccc(Br)cc3C)sc2n1	-4	0.8	12	32	-10	1	0.5	4	20	11	23
O=c1cc(N2CCc3ccccc3C2)[nH]c(=O)n1-c1ccccc1Cl	/	0.3	14	-6	14	-13	0.2	3	-3	-1	23
O=C(NCc1cccnc1)C1c2ccccc2C(=O)N1Cc1ccco1 (stereo not drawn)	0	0.4	0	-9	-4	14	0.4	3	7	14	-11

Additional records
SMILES	TRPM1 prom inh	hiPSC survival	HIF-2a inh	CF NFkB block	KKLEB cytotox	NR2E3 ag-1	aDG glyco up	NR2E3 ag-2	Shn3 3UTR inh	Peg3 prom inh	TWEAK-Fn14 inh
CCN(CC)C(=O)Nc1c(C)n(C)n(-c2ccccc2)c1=O	8	2.1	1	11	-2	-21	-0.1	-1	8	3	-1
COc1ccc(C(=O)Nc2ccc(S(=O)(=O)Nc3nccnc3OC)cc2)cc1OC	17	-2.5	12	2	3	-13	0.0	0	7	4	16
Cc1ccc(-n2ncc(C(=O)NCc3ccc4c(c3)OCO4)c2NC(=O)c2ccco2)cc1C	-3	0.8	6	-8	0	26	0.0	0	9	5	-3
Cc1occc1C(=O)NC1CCCN(Cc2ccc(CC(C)C)cc2)C1 (stereo not drawn)	7	0.0	7	-34	10	14	0.5	3	39	6	4
O=C(O)c1cc(S(=O)(=O)Nc2cccc3ccccc23)c(Cl)cc1Cl	19	3.4	15	-33	12	-9	0.1	6	-15	15	38
O=[N+]([O-])c1cccc(S(=O)(=O)Nc2ccc(S(=O)(=O)NCC3CCCO3)cc2)c1 (stereo not drawn)	0	0.1	5	-4	-6	-15	-0.3	0	-6	6	3
CC1CCN(C(=S)NC(=O)c2ccccc2)CC1	3	0.3	7	-8	5	-9	0.1	5	-4	5	0
Cc1ccc2cccc(Oc3ccc([N+](=O)[O-])cc3[N+](=O)[O-])c2n1	-2	-0.5	22	-26	-3	-19	0.3	-4	-16	20	26
COc1cccc(C2NC(=O)c3ccccc3O2)c1OCc1ccccc1F (stereo not drawn)	-13	-0.3	18	-13	14	-33	0.0	1	18	5	14

Given bar-delimited: part of the list above.
SMILES | TRPM1 prom inh | hiPSC survival | HIF-2a inh | CF NFkB block | KKLEB cytotox | NR2E3 ag-1 | aDG glyco up | NR2E3 ag-2 | Shn3 3UTR inh | Peg3 prom inh | TWEAK-Fn14 inh
O=C1C=C(c2ccccc2)C(O)(c2ccccc2)C1 (stereo not drawn) | 10 | 5.8 | 13 | 8 | 11 | -13 | 0.1 | -2 | -7 | 16 | 5
C#Cc1ccc([C@H]2C=C(C(=O)Nc3ccccc3)O[C@@H](OCc3ccc(CO)cc3)C2)cc1 | -33 | -4.1 | -20 | 5 | -28 | -18 | 0.4 | 2 | 2 | -6 | -10
O=C(COC(=O)C1CC(=O)N(Cc2ccco2)C1)Nc1ccc(F)cc1F (stereo not drawn) | 3 | 1.2 | 7 | 22 | -2 | -10 | -0.3 | / | 6 | -8 | 1

Assay outcomes deposited in PubChem BioAssay by several laboratories.
